# PAD4 inh: PAD4 (human) enzyme inhibition; Q9UM07; recombinant PAD4, RCA probe fluorescence polarization; inhibition, % at 6.36 µM; 0.41% of 330,000 active;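 active = percent inhibition above a cutoff equal to the mean of all tested compounds plus 3 SD, cut at about 15% in these data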;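 also: 0% = PAD4 with RCA probe and DMSO and 100% = probe without PAD4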
# PAFAH2 inh: inhibitors of human PAFAH2 | Q99487 | recombinant PAFAH2, FP-rhodamine activity probe, fluorescence polarization | inhibition, % at 3.39 µM | 0.99% of 340,000 active;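 active = inhibition above the mean over all tested compounds plus 3 SD, cut at about 30% in these data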;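 also: inhibitors block probe labeling of enzyme so polarization drops; 0% = enzyme with DMSO and 100% = wells lacking PAFAH2 protein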
# pPAFAH FP inh: pPAFAH (human) enzyme inhibition; Q13093; recombinant pPAFAH, FP-rhodamine probe fluorescence polarization; inhibition, % at 3.39 µM; 1.5% of 330,000 active; AID 463082;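 active = inhibition above the mean inhibition across the screen plus 3 SD, cut at about 25% in these data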;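 also: inhibitors block binding of the rhodamine activity-based probe so polarization drops; 0% = enzyme with DMSO and 100% = wells lacking pPAFAH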
# GSTO1 inh: counter-screen for RBBP9 inhibitors: inhibitors of human GSTO1; P78417; recombinant GSTO1, activity-based probe fluorescence polarization; inhibition, % at 5.96 µM; 1.1% of 300,000 active; AID 1974;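 active = inhibition above the campaign mean inhibition plus 3 SD, cut at about 35% in these data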;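 also: 0% = GSTO1-1 with DMSO and 100% = wells lacking GSTO1-1 enzyme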
# Target sequence (P78417 whole entry, looked up): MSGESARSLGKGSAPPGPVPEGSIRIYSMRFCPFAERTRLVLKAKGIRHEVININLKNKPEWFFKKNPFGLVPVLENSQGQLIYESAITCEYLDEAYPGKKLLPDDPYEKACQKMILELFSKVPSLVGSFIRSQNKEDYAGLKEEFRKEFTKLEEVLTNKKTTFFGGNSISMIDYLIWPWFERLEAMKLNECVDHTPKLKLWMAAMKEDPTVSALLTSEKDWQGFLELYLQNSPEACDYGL
# LYPLA1 counter: LYPLA1 (human) inhibition in PME1 counter-screen. 0.16% of 320,000 active. AID 2174. O75608. inhibition, % at 5.9 µM. recombinant LYPLA1, FP-Rh probe fluorescence polarization;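 active = inhibition above the mean of all tested compounds plus 3 SD, set per campaign, cut at about 14% in these data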;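 also: inhibitors block serine hydrolase probe labeling of LYPLA1 so polarization falls; 0% = enzyme with DMSO and 100% = wells lacking LYPLA1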
# Target sequence (O75608 whole entry, looked up): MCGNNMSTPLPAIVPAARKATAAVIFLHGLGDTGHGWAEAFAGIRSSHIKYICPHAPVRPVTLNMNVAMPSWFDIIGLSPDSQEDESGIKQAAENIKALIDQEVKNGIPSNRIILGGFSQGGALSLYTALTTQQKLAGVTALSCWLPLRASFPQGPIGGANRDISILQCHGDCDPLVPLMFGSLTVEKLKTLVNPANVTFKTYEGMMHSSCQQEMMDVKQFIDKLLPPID
# PREPL inh: inhibitors of human prolyl oligopeptidase-like enzyme PREPL; Q4J6C6; recombinant PREPL, fluorescence polarization activity-based probe; inhibition, % at 5.96 µM; 0.68% of 320,000 active; in the data active = inhibition above about 43%;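 also: 0% = enzyme with DMSO and 100% = wells lacking enzyme; many of its hits are not listed in these tables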
# LYPLA2 counter: LYPLA2 (human) inhibition in PME1 counter-screen; O95372; recombinant LYPLA2, FP-Rh probe fluorescence polarization; inhibition, % at 5.9 µM; 0.38% of 320,000 active; AID 2177;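 active = inhibition above the screen-wide mean plus 3 SD, limit set per campaign, cut at about 26% in these data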;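 also: 0% = LYPLA2 with DMSO and 100% = wells lacking LYPLA2 enzyme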
# Target sequence (O95372 whole entry, looked up): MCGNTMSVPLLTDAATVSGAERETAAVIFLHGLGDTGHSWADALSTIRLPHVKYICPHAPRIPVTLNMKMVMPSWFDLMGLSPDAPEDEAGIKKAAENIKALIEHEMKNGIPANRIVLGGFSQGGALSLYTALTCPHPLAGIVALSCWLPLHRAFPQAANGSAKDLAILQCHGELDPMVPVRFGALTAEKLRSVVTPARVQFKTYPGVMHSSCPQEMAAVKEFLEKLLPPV
# PAFAH1B2 FP inh: blocks human PAF acetylhydrolase 1b catalytic subunit 2; P68402; recombinant PAFAH1B2, FP-rhodamine activity probe, fluorescence polarization; inhibition, % at 3.39 µM; 1.2% of 340,000 active;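 active = inhibition above the mean of all tested compounds plus 3 SD, cut at about 24% in these data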;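 also: 0% = enzyme with DMSO and 100% = wells lacking PAFAH1B2; many of its hits are not listed in these tables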
# PAFAH1B3 inh: blocks human PAF acetylhydrolase 1B catalytic subunit 3; inhibition, % at 3.39 µM; recombinant PAFAH1B3, FP-rhodamine probe, fluorescence polarization; 0.28% of 340,000 active; Q15102; AID 492972;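 active = inhibition above the screen-wide average of all tested compounds plus 3 SD, cut at about 25% in these data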;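 also: 0% = enzyme with DMSO only and 100% = wells lacking PAFAH1B3 protein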
# Target sequence (Q15102 whole entry, looked up): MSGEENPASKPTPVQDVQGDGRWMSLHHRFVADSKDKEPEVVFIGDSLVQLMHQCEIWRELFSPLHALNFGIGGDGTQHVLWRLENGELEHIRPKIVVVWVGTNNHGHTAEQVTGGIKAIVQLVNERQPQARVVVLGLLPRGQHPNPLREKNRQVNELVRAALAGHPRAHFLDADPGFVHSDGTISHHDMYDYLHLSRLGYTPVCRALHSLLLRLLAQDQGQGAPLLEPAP
# An asterisk follows results filed as active; . = no result given. Not all compounds are listed; count on the stated rates, not on these rows.
No.	smiles	PAD4 inh	PAFAH2 inh	pPAFAH FP inh	GSTO1 inh	LYPLA1 counter	PREPL inh	LYPLA2 counter	PAFAH1B2 FP inh	PAFAH1B3 inh
1	CCOc1ccccc1N(CC(=O)NC1CCCCC1)C(=O)c1nsc(Cl)c1Cl	-3	-2	7	-3	-1	2	3	4	2
2	COc1ccc(C(=O)Nc2ccnn2C2CCN(C3CCC3)CC2)cc1	2	-1	-3	-4	4	18	12	2	8
3	Cc1c(/C=N/NC(=O)c2ccc3c(c2)OCO3)cnn1C	-2	-11	5	7	2	6	2	-3	4
4	O=C(O)c1cccc(C(=O)Cc2ccccc2)c1	2	-1	1	2	6	-2	-1	0	9
5	O=C(NCc1ccccn1)C(=O)Nc1cc2c3c(c1)CC(=O)N3CCC2	-6	2	4	11	4	6	-1	1	1
6	CC1CCCN(C(=S)Nc2ccc(F)cc2)C1 (centres undefined)	-3	1	-3	-9	-2	-7	-2	5	4
7	Cc1cc(C(=O)COC(=O)c2ccc[nH]c2=O)c(C)n1CCc1ccc(F)cc1	-2	3	-6	-8	0	-6	-2	5	4
8	CCCCCc1ccc(S(=O)(=O)Nc2cc(C)ccn2)cc1	-2	4	1	-8	2	1	7	5	4
9	CN(CC(=O)Nc1ccc(Cl)cc1)C(=O)c1ccc(NS(=O)(=O)c2ccc3[nH]c(=O)[nH]c3c2)cc1	-2	-5	-1	-61	-1	3	1	-6	2
10	CC(C)Oc1ccc(/C(O)=C2/C(=O)C(=O)N(CCCn3ccnc3)C2c2cccnc2)cc1 (centres undefined)	-3	-4	1	5	5	2	5	1	10
11	COc1cc(CC(=O)NCC(C)(C)N2CCOCC2)cc(OC)c1OC	4	-9	1	12	2	16	-19	2	8
12	CCNC(=O)NC(=O)CSc1ccc(S(=O)(=O)N2CCCCC2)cn1	0	-3	0	.	2	23	5	9	7
13	COCCCNC(=O)c1ccccc1SC	-1	4	2	-1	-1	-1	-2	1	4
14	O=C(NCCOc1ccccc1)c1cc(S(=O)(=O)N2CCOCC2)ccc1F	0	1	7	7	1	1	-9	5	1
15	COc1cc(-c2noc(C3CCCN(S(=O)(=O)c4cccc(Cl)c4)C3)n2)cc(OC)c1OC (centres undefined)	3	0	1	1	0	-7	-6	6	3
16	CCN=C1S/C(=C\c2cn(CC(=O)NCc3ccco3)c3ccccc23)C(=O)N1CC	-3	-11	10	4	-5	-2	-8	-1	-2
17	Cc1ccc2c(c1)N1C(=O)c3ccccc3C1C1=C(CC(C)(C)CC1=O)N2 (centres undefined)	0	-3	-3	0	-2	-15	-7	2	-5
18	CCOC(=O)C1C(c2ccccc2O)NC(=O)NC1(O)C(F)(F)F (centres undefined)	2	-2	4	4	-4	5	6	2	0
19	CSc1ccc(-c2sc(Nc3ccccc3)n[n+]2-c2ccccc2)cc1	2	8	7	3	3	33	4	1	0
20	CCN1C(=O)[C@H]2[C@@H](c3ccc(-c4ccc(C(C)=O)cc4)cc3)N[C@@](Cc3ccccc3)(C(=O)OC)[C@H]2C1=O	0	-6	6	-1	-4	1	-2	-2	6
21	O=C(CSc1ccc([N+](=O)[O-])cn1)Nc1ccc(N2CCOCC2)cc1	0	2	2	-5	0	8	-2	2	2
22	O=C(O)COc1cnc2ccccc2n1	-4	3	1	-4	0	-12	1	4	7
23	Cc1ccccc1C(=O)NCCCn1ccnc1	0	5	7	-1	1	4	2	0	9
24	CCCCS(=O)(=O)N1CCCC(C(=O)Nc2ccc(Cl)cn2)C1 (centres undefined)	0	-2	2	5	0	-6	1	-1	-1
25	COc1ccc(S(=O)(=O)N(CC(=O)NCC2CCCO2)c2ccccc2)cc1OC (centres undefined)	2	-4	0	-6	0	27	22	-1	2
26	Cn1c(NCCN(CCO)CCCc2ccc([N+](=O)[O-])cc2)cc(=O)n(C)c1=O	6	6	-2	2	3	11	2	1	12
27	CCOC(=S)SCC(=O)N1CCc2ccccc2C1C1C(=O)CCCC1=O (centres undefined)	-6	-2	-3	5	-4	-5	0	1	16
28	CCC(C)NC(=O)c1ccc([N+](=O)[O-])c(Cl)c1 (centres undefined)	2	9	2	6	1	6	0	5	4
29	COCCn1c(SCC(=O)NC(C)c2ccc(F)cc2)nc2ccccc21 (centres undefined)	-1	1	5	0	-2	-5	-9	-2	7
30	O=C(NCc1cccs1)C(=O)NCC1OCCCN1S(=O)(=O)c1cc(F)ccc1F (centres undefined)	-6	-1	-5	-3	1	0	-3	1	-11
31	CN1CCN(c2ccc(-c3cccc(NC(=O)COc4ccc(Cl)cc4Cl)c3)nn2)CC1	-4	-5	6	-8	-4	-17	-8	0	4
32	COc1ccc(S(=O)(=O)n2nc(C)cc2C)c(C)c1C	3	3	3	5	0	-3	3	2	7
33	COc1ccc(NC(=S)NC2CCS(=O)(=O)C2)cc1 (centres undefined)	1	0	2	-1	1	-2	9	6	4
34	COc1cc(-c2nc(CN3CCCN(C(=O)c4ccco4)CC3)c(C)o2)ccc1F	-3	4	-1	8	-1	-2	1	3	3
35	COc1cc([N+](=O)[O-])ccc1NC(=O)NN1CCN(C)CC1	-1	-5	-3	7	-4	-4	-1	0	16
36	O=C(COC(=O)c1cccnc1Cl)c1ccccc1	-16	-3	-9	-8	0	10	9	3	8
37	Cn1c(=O)[nH]c(=O)c2c1nc(NCCCn1ccnc1)n2Cc1ccc(F)cc1	0	-7	2	5	1	11	7	2	0
38	CCCNC(=O)c1ccccc1NC(=O)CSCc1ccc(OC)cc1	-4	4	-4	10	-2	15	-4	-2	4
39	C=C(C)C(=O)Nc1cccc(C2=NOC3(C2)C[C@H](C(N)=O)N(C(=O)c2ccccc2)C3)c1 (some centres undefined)	-6	3	6	3	-7	-3	-12	-9	-5
40	CCOC(=O)/C=C1\SCC(=O)N1CC(=O)NC(C)C	2	6	7	4	-5	-3	3	7	6
41	COc1ccc(-c2nc3ccccn3c2C=O)cc1	4	-1	2	1	-2	-2	0	1	4
42	CCC1CCCCN1CCCNC(=O)c1cn(CC(C)C)c(=O)c2cc(OC)c(OC)cc12 (centres undefined)	-5	2	2	1	0	-4	1	0	-2
43	CN(CC(=O)Nc1cccc(F)c1)C(=O)C1CCN(S(=O)(=O)c2ccc3c(c2)OCCO3)CC1	-2	3	4	-4	3	11	4	2	1
44	CC(=O)Nc1ccc(NC(=O)COC(=O)c2ccccc2C(=O)c2ccccc2)cc1	-2	32*	-1	.	-1	-1	-2	4	10
45	NC(=O)C1CCN(C(=O)/C=C/c2ccco2)CC1	-2	-1	2	1	1	-6	1	6	0
46	O=C(c1ccccc1)N1CCN(S(=O)(=O)c2ccc(Cl)c(C(F)(F)F)c2)CC1	-2	3	-3	.	-3	10	6	1	4
47	COc1ccc(NS(=O)(=O)c2ccc(OCC(=O)N3CCCC3)cc2)cc1	-1	4	21	-1	-3	0	-1	1	0
48	CN(C(=O)COC(=O)c1cc(-c2ccco2)nc2ccccc12)C1CCS(=O)(=O)C1 (centres undefined)	0	17	30*	66*	-6	13	-1	-1	7
49	N/C(=N\OC(=O)Cc1ccc(-c2ccccc2)cc1)c1cccc([N+](=O)[O-])c1	-2	-3	6	-6	-1	31	1	0	-3
50	CN(CC(=O)NCc1ccccc1Cl)S(=O)(=O)c1cccs1	5	-4	3	9	-2	7	-3	2	0
51	N#CCOC(=O)C1CCN(S(=O)(=O)c2ccc3c(c2)OCCO3)CC1	1	1	6	2	0	-6	5	3	12
52	Cc1cc(C)cc(N2Cc3ccccc3C2)c1	-6	3	8	-2	2	0	9	6	4
53	COC(=O)c1[nH]c2ccccc2c1NC(=O)CN1CCN(c2cccc(OC)c2)C(C)C1 (centres undefined)	-11	-1	1	5	-2	22	-3	2	-6
54	C=CCC(O)(CC=C)C(C)N (centres undefined)	-2	12	-1	1	-3	-6	-5	1	11
55	COC(=O)c1[nH]c2cc(OC)ccc2c1NC(=O)CCN1CCN(c2ccccc2)CC1	-2	-8	4	2	1	41	8	-1	2
56	Cc1ccc(-n2nc3c(=O)n(CC(=O)NCCc4ccccc4C)nc(C)c3c2C)cc1	-7	-2	-14	-5	-1	5	-5	-2	6
57	CCOc1cnc(C(=O)NNC(=O)c2ccccc2Br)o1	3	2	-1	-4	-3	8	4	5	3
58	O=C(NC1CCCC1)c1ccccc1-c1nc2ccccc2[nH]1	5	0	1	4	1	7	7	2	11
59	CN(C)S(=O)(=O)c1ccc(C(=O)OCC(=O)Nc2sc3c(c2C#N)CCCCC3)cc1	-7	4	2	-4	-2	2	-4	6	-7
60	Nc1cc(=O)nc(SCC(=O)Nc2cccc3ccccc23)n1CCc1ccccc1	6	-5	0	4	1	-61	3	1	-1

# Part of the list above, field by field:
42	CCC1CCCCN1CCCNC(=O)c1cn(CC(C)C)c(=O)c2cc(OC)c(OC)cc12 (centres undefined)
- PAD4 inh = -5
- PAFAH2 inh = 2
- pPAFAH FP inh = 2
- GSTO1 inh = 1
- LYPLA1 counter = 0
- PREPL inh = -4
- LYPLA2 counter = 1
- PAFAH1B2 FP inh = 0
- PAFAH1B3 inh = -2

43	CN(CC(=O)Nc1cccc(F)c1)C(=O)C1CCN(S(=O)(=O)c2ccc3c(c2)OCCO3)CC1
- PAD4 inh = -2
- PAFAH2 inh = 3
- pPAFAH FP inh = 4
- GSTO1 inh = -4
- LYPLA1 counter = 3
- PREPL inh = 11
- LYPLA2 counter = 4
- PAFAH1B2 FP inh = 2
- PAFAH1B3 inh = 1

# Following part:
No.	smiles	PAD4 inh	PAFAH2 inh	pPAFAH FP inh	GSTO1 inh	LYPLA1 counter	PREPL inh	LYPLA2 counter	PAFAH1B2 FP inh	PAFAH1B3 inh
61	Cc1c(-c2ccccc2Cl)nc2ccccc2c1C(=O)O	0	5	5	2	-4	5	4	-1	8
62	O=C(Cn1nnnc1CN1CCOCC1)N1CCC(c2cccc(Cl)c2)C1 (centres undefined)	-1	-3	-8	4	-1	15	-2	-5	-6
63	CNC(=S)Nc1ccc(OC)c(OC)c1	-3	5	-2	-4	0	-1	-4	5	-1
64	CCCCC1=NN(C(=O)c2cocc2C)C(O)(C(F)(F)F)C1 (centres undefined)	3	6	3	5	2	6	3	8	5

# Record cards, as listed above. Order of values: PAD4 inh | PAFAH2 inh | pPAFAH FP inh | GSTO1 inh | LYPLA1 counter | PREPL inh | LYPLA2 counter | PAFAH1B2 FP inh | PAFAH1B3 inh
# CNC(=S)Nc1ccc(OC)c(OC)c1 is listed with -3 | 5 | -2 | -4 | 0 | -1 | -4 | 5 | -1
# CCCCC1=NN(C(=O)c2cocc2C)C(O)(C(F)(F)F)C1 (centres undefined) is listed with 3 | 6 | 3 | 5 | 2 | 6 | 3 | 8 | 5
# Cc1c(-c2ccccc2Cl)nc2ccccc2c1C(=O)O is listed with 0 | 5 | 5 | 2 | -4 | 5 | 4 | -1 | 8
# O=C(Cn1nnnc1CN1CCOCC1)N1CCC(c2cccc(Cl)c2)C1 (centres undefined) is listed with -1 | -3 | -8 | 4 | -1 | 15 | -2 | -5 | -6

# Screening results from PubChem BioAssay.
